Screening data deposited in PubChem BioAssay by several laboratories.
DNMT1 block: human DNMT1 methyltransferase inhibitors, primary screen, biochemical, molecular beacon, fluorescence, HinP1I cleavage, uHTS; inhibition (reported as % activation of signal), % at 10 µM; AID 588458, 2011; 0.83% of 360,000 active; in the data active means inhibition above about 50%
LMPTP inh: LMPTP phosphatase inhibitors, primary screen, biochemical, fluorescence intensity, uHTS. Low molecular weight phosphotyrosine protein phosphatase (Homo sapiens), P24666. recombinant LMPTP-A, OMFP fluorogenic substrate. inhibition, % at 20 µM. 0.22% of 360,000 active. AID 651560, 2012;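 active means compounds that cut the enzyme signal by at least half of the control window in the single-dose screen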;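 further: plate controls were DMSO wells with enzyme plus substrate for no effect and substrate without enzyme for full effect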
Target sequence (P24666 whole entry, looked up): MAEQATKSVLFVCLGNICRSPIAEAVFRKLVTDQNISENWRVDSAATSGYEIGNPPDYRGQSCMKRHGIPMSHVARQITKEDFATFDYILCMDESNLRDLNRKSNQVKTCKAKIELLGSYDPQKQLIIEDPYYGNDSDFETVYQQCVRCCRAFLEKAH
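Assay system: LMPTP-A enzyme. Input: 0.625 nM LMPTP-A final. Probe or stimulus: 400 µM OMFP. Compound dosing: single 20 µM dose. Schedule: 50 min dark incubation at room temperature. Detection: fluorescence intensity of OMFP turnover product. Read-out: percent inhibition versus substrate-only and uninhibited controls. Benchmarks: no-enzyme low control, uninhibited high control.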
CSN deneddyl inh: inhibitors of CSN-mediated cullin deneddylation, primary screen, biochemical, fluorescence polarization, uHTS; COP9 signalosome complex subunit 5 (Homo sapiens), Q92905; Purified CSN, SCF-Nedd8-OG deneddylation; inhibition, % at 12.5 µM; 0.38% of 360,000 active;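 active means pattern-corrected inhibition above about 35%, with an unprinted fluorescence ratio check between 0.5 and 1.5, limit read from the data, passing the limit was not always enough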;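 further: 0% = enzyme with substrate and 100% = substrate without enzyme; some results filed as inactive read as strong as hits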
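Schedule: reaction 90 min, room temperature / Assay system: HEK293T-derived human Csn5 enzyme / Input: Csn5 at 0.24 nM final / Measure: inhibition of Csn5 cleavage, % / Control set: substrate-only high control, full reaction low control / Technique: fluorescence polarization of the substrate / Buffer or medium: Tris/NaCl/DTT buffer, pH 7.5 / Reagent: SCFSkp2-Nedd8OG substrate at 10 nM final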
PABP1 MLLE inh: inhibitors of PABP1 MLLE–PAM2 peptide binding, primary screen, biochemical, fluorescence polarization, FITC-PAM2, GST-MLLE; Polyadenylate-binding protein 1 (Homo sapiens), P11940; 0.36% of 360,000 active; inhibition, % at 20 µM; AID 588489, 2011; in the data active means inhibition above about 35%, passing the limit was not always enough;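 further: plate controls were DMSO wells with GST-MLLE for no effect and wells lacking GST-MLLE protein for full effect; some results filed as inactive read as strong as hits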
STEP inh: STEP phosphatase inhibitors, primary screen, biochemical, fluorescence intensity, uHTS; Tyrosine-protein phosphatase non-receptor type 5 (Homo sapiens), P54829; inhibition, % at 20 µM; recombinant STEP, OMFP fluorogenic substrate; 0.25% of 360,000 active;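 active means inhibition at 20 µM, scaled per plate between control wells, above about 37%, limit read from the data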;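 further: 0% = DMSO with enzyme and substrate and 100% = substrate only without enzyme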
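medium = Bis-Tris buffer pH 6.0, 2.5 mM DTT, 0.005% Tween 20 | test system = STEP (striatal-enriched tyrosine phosphatase) enzyme, cell-free | measure = normalized % inhibition | compound dosing = 20 µM, 1% DMSO | also added = 25 µM OMFP | schedule = reaction 20 min, ambient temperature | measured by = fluorescence read at 480 nm ex / 540 nm em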
SUMO1-SIM PPI: modulators of SUMO1 protein-protein interactions, primary screen, biochemical, uHTS; 0.33% of 360,000 active; SUMO1 binding to a labelled peptide, TR-FRET, 1 h; AID 602429, 2012; Small ubiquitin-related modifier 1 (Homo sapiens), P63165; inhibition, % at 20 µM; in the data active means inhibition above about 37%
Target sequence (P63165 whole entry, looked up): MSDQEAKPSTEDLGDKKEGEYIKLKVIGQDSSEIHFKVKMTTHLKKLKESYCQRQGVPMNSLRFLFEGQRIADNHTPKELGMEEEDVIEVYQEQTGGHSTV
Rpn11 block: Rpn11 (PSMD14) deubiquitinase inhibitors, primary screen, biochemical, fluorescence polarization, uHTS. 26S proteasome non-ATPase regulatory subunit 14 (Homo sapiens), O00487. human 26S proteasome, Ub4-pepOG fluorescence polarization; 20S core pre-blocked with epoxomicin. calls only at 20 µM. 0.59% of 360,000 active. AID 588493, 2011;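 active means inhibition at 20 µM, scaled to each plate's controls, above about 33%, limit read from the data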
Target sequence (O00487 whole entry, looked up): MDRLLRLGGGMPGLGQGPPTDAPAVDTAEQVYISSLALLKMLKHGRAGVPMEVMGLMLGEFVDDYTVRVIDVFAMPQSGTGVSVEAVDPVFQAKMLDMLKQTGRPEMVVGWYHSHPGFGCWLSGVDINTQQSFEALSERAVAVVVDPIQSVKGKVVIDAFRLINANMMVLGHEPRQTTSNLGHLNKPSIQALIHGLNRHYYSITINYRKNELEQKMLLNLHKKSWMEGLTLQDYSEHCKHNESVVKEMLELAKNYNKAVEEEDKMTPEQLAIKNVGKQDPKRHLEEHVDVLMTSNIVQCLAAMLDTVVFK
TbMetRS inhib: T. brucei MetRS inhibitors, primary screen, biochemical, luminescence; inhibition, % at 11.9 µM; purified T. brucei MetRS, ATP depletion, Kinase-Glo luminescence; methionyl-tRNA synthetase (Trypanosoma brucei brucei); 0.4% of 360,000 active;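 active means inhibition above a per-plate cutoff of the control wells' mean inhibition plus 3 SD, cut at about 5.5% in these data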;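 further: 0% = DMSO wells median and 100% = median of wells with control inhibitor compound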
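technique = Kinase-Glo luminescence, ATP depletion format | system = purified MetRS (methionyl-tRNA synthetase) enzyme from Trypanosoma brucei | timing = 15 min preincubation, 2 h reaction, all 25 °C | evaluation = percent inhibition versus plate control medians | dosing = single dose, 11.9 µM final nominal, 0.9% final DMSO | also added = substrates ATP, L-methionine and bulk Escherichia coli tRNA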
NadD block: inhibitors of S. aureus NadD, primary screen, biochemical, colorimetric, uHTS | 0.78% of 360,000 active | purified NadD enzyme, colorimetric absorbance read-out | inhibition, % at 20 µM | AID 602399, 2012 | Nicotinate-nucleotide adenylyltransferase NadD (Staphylococcus aureus N315); in the data active means inhibition above about 26%; further: some compounds past the cut are filed as inactive
Scp-1 inhibitor: Scp-1 phosphatase inhibitors, primary screen, biochemical, colorimetric, uHTS | Carboxy-terminal domain RNA polymerase II polypeptide A small phosphatase 1 (Homo … | Recombinant Scp1, phosphopeptide, malachite green phosphate absorbance | inhibition, % at 20 µM | 0.88% of 340,000 active | AID 493091, 2011;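 active means inhibition above about 50% at 20 µM, limit read from the data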;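 further: plate controls were DMSO wells with enzyme for no effect and wells lacking enzyme for full effect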
Target sequence (Q9GZU7 76-261 limits assumed): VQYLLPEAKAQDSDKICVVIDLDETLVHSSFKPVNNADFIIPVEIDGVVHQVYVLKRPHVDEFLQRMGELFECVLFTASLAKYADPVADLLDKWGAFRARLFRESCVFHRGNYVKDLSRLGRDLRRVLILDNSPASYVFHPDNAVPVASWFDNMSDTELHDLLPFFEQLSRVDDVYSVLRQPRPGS
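Test system – truncated SCP-1 phosphatase (76-261aa) · Reagent – Phosphorylated 17-residue peptide substrate · Incubation – 45 min room-temperature reaction, 5 min colour, 30 min stabiliser · Detection – colorimetric phosphate reagent with accelerator and stabiliser, absorbance at 630 nm · Measure – % inhibition at 20 µM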
Active calls of the source: *; i = inactive; . = no result given.

SMILES | DNMT1 block | LMPTP inh | CSN deneddyl inh | PABP1 MLLE inh | STEP inh | SUMO1-SIM PPI | Rpn11 block | TbMetRS inhib | NadD block | Scp-1 inhibitor
CCN(c1ccccc1)S(=O)(=O)c1cc(NC(=O)CSc2n[nH]c(=O)[nH]c2=O)ccc1Cl | 65* | -0.2 | -2 | -8 | 0 | 4 | i | 0.1 | 5 | 0
O=C(c1cc(-c2ccccc2)nc2ccccc12)N1N=C(C(F)F)CC1(O)C(F)F (centres undefined) | -5 | 1.7 | -3 | -2 | -4 | 7 | i | -0.6 | -7 | -6
CN(C)/C=C1\Oc2ccc3ccccc3c2C1=O | -2 | 0.5 | -1 | -16 | 0 | -13 | i | -0.6 | 2 | -7
COc1ccccc1CNC(=O)C(NS(=O)(=O)c1cccc2nsnc12)C(C)C (centres undefined) | 0 | 0.6 | -2 | -2 | -1 | -28 | i | 0.8 | 3 | 1
COC(=O)C1(C(=O)OC)Cc2ccccc2N(S(=O)(=O)c2ccc(C)cc2)C1CC(C)=O (centres undefined) | . | -1.0 | 0 | . | . | 1 | . | -1.3 | . | .
Cc1ccc(S(=O)(=O)N2CCN(C(=O)CN3C(=O)CNC3=O)CC2)cc1 | 3 | 0.1 | -6 | -2 | 7 | -1 | i | -0.3 | 0 | -5
CN(C)Cc1c(C(=O)N/N=C/c2cccc3ccccc23)nnn1-c1nonc1N | -2 | 0.0 | -2 | -4 | -4 | 4 | i | -1.4 | 7 | 3
COc1ccc(C(=O)Nc2ccccc2C(=O)N2CCN(c3ccccc3)CC2)cc1 | 3 | 1.0 | 1 | -3 | 2 | 0 | i | 0.0 | 3 | -5
Cc1ccc(Cl)cc1NC(=O)COC(=O)C1CC1 | -1 | -1.1 | 4 | 13 | 2 | -2 | i | 0.0 | 0 | -4
Cc1ccc(NC(=O)c2sc(N)nc2-c2ccccc2)cc1C | -3 | 3.0 | -1 | -7 | 0 | 3 | i | -0.5 | -1 | -5
CCOC(=O)C1CCN(S(=O)(=O)c2ccc(OCC)cc2)CC1 | 1 | -0.3 | 0 | -4 | 3 | 1 | i | -0.4 | -1 | -6
COCCNc1oc(Cc2cccc3ccccc23)nc1C#N | -3 | -0.6 | 3 | -26 | 0 | -4 | i | -0.5 | -1 | -6
O=C(Cn1c(=O)ccn(Cc2ccccc2)c1=O)Nc1cccc(S(=O)(=O)N2CCOCC2)c1 | 0 | 0.0 | -3 | 0 | -2 | 3 | i | -0.2 | -1 | -1
CC1=CC(C)(C)n2c(O)c(N=NC(N)=S)c3cccc1c32 | 3 | 0.5 | -3 | -45 | -3 | -9 | i | -0.1 | 6 | -8
CC1=NN(C(N)=S)C(=O)C1N=Nc1cccc(Cl)c1C (centres undefined) | -8 | 0.1 | 3 | 26 | 6 | -18 | i | -0.4 | 3 | 0
C/C(=N/NC(=O)c1ccco1)c1ccc(NC(=O)c2ccc(F)cc2)cc1 | -4 | -0.6 | 0 | 17 | 4 | -3 | i | -0.5 | -4 | -9
CC1(C(=O)NS(=O)(=O)c2ccc(Cl)cc2)CCN1C(=O)Cc1cccs1 (centres undefined) | 5 | 0.0 | -6 | 12 | 1 | 2 | i | -0.2 | -2 | .
CC1(C)CC(=O)C=C(c2cccc(O)c2)C1 | 2 | -2.1 | -1 | 0 | -1 | -5 | i | 0.3 | -5 | -8
COCCNC(=O)C1CC(=O)N(c2ccc(F)c(Cl)c2)C1 (centres undefined) | 2 | -2.0 | 0 | 6 | 2 | -1 | i | 0.0 | -5 | 1
CCCCCCc1cc2cc(C(=O)Nc3ccccc3OC)c(=O)oc2cc1O | 34 | -3.4 | 0 | -5 | -5 | 2 | i | -0.5 | 2 | -4
Cc1c(NS(=O)(=O)c2cc(C(=O)NCCN(C)C)ccc2Cl)c(=O)n(-c2ccccc2)n1C | 26 | 18 | 3 | 2 | 23 | 13 | i | -0.7 | -2 | 73*
CCOC(=O)C(=CNc1ccc2c(c1)CCN2C(C)=O)C(=O)OCC | 1 | 0.0 | 5 | 1 | 0 | -4 | i | 0.5 | -4 | 1
CCOc1ccc2c(c1)C(c1ccc(C)o1)=NNC(c1ccncc1)=N2 | -10 | 2.1 | -11 | -5 | 1 | -4 | i | -0.3 | 14 | 3
Cc1cc(C(=O)NC2CCCc3c2cnn3-c2ccc(C(C)(C)C)cc2)n[nH]1 (centres undefined) | -2 | 1.0 | 0 | 20 | 0 | 2 | i | -0.2 | 5 | 0
Cc1c(CNCC(C)c2ccccc2)c(C(=O)O)c(C)n1Cc1ccccc1 (centres undefined) | 1 | 2.2 | 0 | -3 | 1 | 2 | i | -0.6 | -25 | -22
CCOC(=O)Cn1c(S(=O)(=O)Cc2cccc(F)c2)nc(-c2ccccc2)c1-c1ccccc1 | 3 | 3.2 | 0 | 4 | -1 | -4 | i | -1.6 | -9 | -15
CCOc1ccc(OCCC(=O)NNC(=O)c2cc(OC)c(OC)c(OC)c2)cc1 | 4 | -0.4 | 5 | -5 | 1 | -1 | i | -0.3 | 2 | 11
CCCNC(=O)c1oc2ccc3c(c2c1C)C(=O)CC(C)(C)O3 | 6 | -1.7 | 2 | 5 | -1 | -6 | i | -0.2 | -4 | -8
COc1ccc(CN2CN(S(=O)(=O)c3ccccc3)c3nc4ccccc4nc32)cc1 | -5 | 1.5 | 6 | 2 | 2 | -12 | i | 0.5 | 3 | 3
CN(C)/N=C/C=C1\CC/C(=C\c2ccc(F)c(F)c2)C1=O | 6 | 1.0 | 22 | -75 | 3 | -41 | i | 0.8 | -7 | 1
CCc1nc(C)cn1S(=O)(=O)c1ccc(Cl)c(Cl)c1Cl | 3 | 0.7 | -5 | -6 | -2 | 12 | i | -1.1 | -2 | 2
Cc1ccc(-c2ccc(/C=N/N3C(=O)C4C5C=CC(CC5)C4C3=O)o2)c([N+](=O)[O-])c1 (centres undefined) | -9 | -0.4 | 3 | 19 | 4 | -24 | i | -1.2 | 2 | 3
O=C(c1cnn2c(C(F)(F)F)cc(-c3ccccc3)nc12)N1CCOCC1 | 0 | -0.9 | 4 | 21 | -2 | 12 | i | -0.3 | 2 | -4
O=C(O)C1CCN(C(=O)OCc2ccccc2)CC1 | 7 | -1.5 | -2 | -9 | -1 | 0 | i | -0.6 | 0 | 2
CN1CCC(=NOc2ccc([N+](=O)[O-])cc2)CC1 | -4 | -0.3 | -4 | 13 | -2 | -11 | i | 0.9 | -1 | -1
Cn1c(N)c(C(=O)COC(=O)c2ccc(Br)o2)c(=O)n(C)c1=O | 1 | -0.4 | -2 | -12 | 1 | -2 | i | 0.4 | -2 | 3
COc1cccc(N2CCN(c3cnc4ccccc4n3)CC2)c1 | -7 | 1.9 | -7 | -12 | 2 | -8 | i | 0.2 | -5 | -12
Cc1cccc(NC(=S)NC2CCCCC2)n1 | 0 | 0.3 | 1 | -84 | 1 | 1 | i | 0.1 | 6 | 3
CCOCCCn1c(SCC(=O)Nc2ccccc2OC)nc2ccccc2c1=O | -1 | 0.9 | -3 | 9 | 0 | -1 | i | -0.7 | -2 | -5
CC(C)OCCCNC(=O)[C@H]1N2C(=O)c3ccccc3C2SC1(C)C (some centres undefined) | 2 | -1.7 | -7 | 31 | 1 | 1 | i | -0.7 | -7 | -6
Cc1ccccc1OC(C)C(=O)Nc1ccc(S(=O)(=O)Nc2nccs2)cc1 (centres undefined) | -1 | 0.5 | -1 | 10 | -1 | 12 | i | 0.1 | 7 | 10
Cc1ccccc1NC(=O)C1CCCN1S(=O)(=O)c1cccc2cccnc12 (centres undefined) | 5 | -1.7 | 1 | 1 | -1 | -2 | i | -1.1 | -3 | -9
Cc1cc(=O)[nH]c2nc3ccccc3n12 | 5 | -1.1 | -1 | -20 | -2 | -15 | i | 0.7 | 2 | .
Cc1ccccc1S(=O)(=O)N(C)C[C@H]1OCc2cnnn2CCCC(=O)N([C@H](C)CO)C[C@H]1C | 5 | -0.4 | 0 | 9 | -1 | 3 | i | -1.8 | 8 | .
Cn1ccc2c(-c3ccc(F)cc3F)cc3c(c21)C1CCC3C1 (centres undefined) | 18 | 2.4 | 0 | -5 | 9 | 5 | i | 0.0 | -2 | .
CN(CC(=O)Nc1ccc(Cl)c(C(F)(F)F)c1)C(=O)CCc1nc2ccccc2c(=O)[nH]1 | 18 | 1.0 | 18 | -5 | -1 | -3 | i | 0.1 | -2 | 3
C[C@@H]1CN([C@H](C)CO)C(=O)c2cc(NC(=O)C3CCCCC3)ccc2O[C@@H]1CN(C)Cc1ccncc1 | -3 | -1.1 | -8 | -3 | -2 | 0 | i | -0.3 | 2 | -8
COCc1nnc(NS(=O)(=O)c2ccc(NC(C)=O)cc2)s1 | 1 | -1.1 | -5 | 10 | -2 | 11 | i | 0.2 | 1 | -16

Ordered by the number under LMPTP inh (descending): three from the list above.
| Compound | LMPTP inh |
| --- | --- |
| Cn1ccc2c(-c3ccc(F)cc3F)cc3c(c21)C1CCC3C1 (centres undefined) | 2.4 |
| C[C@@H]1CN([C@H](C)CO)C(=O)c2cc(NC(=O)C3CCCCC3)ccc2O[C@@H]1CN(C)Cc1ccncc1 | -1.1 |
| Cc1ccccc1NC(=O)C1CCCN1S(=O)(=O)c1cccc2cccnc12 (centres undefined) | -1.7 |
